# GBA enhancer: increases beta-glucosidase activity in Gaucher fibroblasts; P04062; L444P Gaucher fibroblasts, 4-MU-glucoside fluorescence, 3 days; activation, % at 10 µM; 30,000 tested, 0.44% active; in the data active = activation above about 65%;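 note: 0% = vehicle wells and 100% = positive control wells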
# Target sequence (P04062 whole entry L483P): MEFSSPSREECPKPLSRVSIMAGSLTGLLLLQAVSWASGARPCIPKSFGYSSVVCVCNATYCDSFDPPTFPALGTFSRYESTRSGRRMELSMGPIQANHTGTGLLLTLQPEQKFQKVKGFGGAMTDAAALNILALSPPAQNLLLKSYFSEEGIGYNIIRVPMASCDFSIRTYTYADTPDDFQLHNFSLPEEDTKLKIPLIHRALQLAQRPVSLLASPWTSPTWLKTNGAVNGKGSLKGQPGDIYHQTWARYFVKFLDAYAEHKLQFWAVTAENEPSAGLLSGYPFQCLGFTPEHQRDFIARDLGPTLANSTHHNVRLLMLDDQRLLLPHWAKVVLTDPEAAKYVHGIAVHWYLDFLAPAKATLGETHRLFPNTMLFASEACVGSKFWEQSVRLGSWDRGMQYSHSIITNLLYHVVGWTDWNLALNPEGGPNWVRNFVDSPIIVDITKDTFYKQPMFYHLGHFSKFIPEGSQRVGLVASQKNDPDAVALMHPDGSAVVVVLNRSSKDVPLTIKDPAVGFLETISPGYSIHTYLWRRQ
# * = called active by the depositor. This is a subset; count on the stated rates, not on these rows.
Molecule	GBA enhancer
COc1ccc2c(c1)CC1(CN2C)C(=O)NC(=O)N(c2ccc(C)cc2)C1=O (stereo not given)	-26.0
CN(C=O)CP(=O)(O)CN(C)C=O	-24.9
N[C@@H](Cc1c[nH]c2ccccc12)c1nnc(SCc2ccc(Cl)cc2)o1	-17.1
CCC(=NCC1CCCO1)c1c(O)[nH]c(=O)[nH]c1=O (stereo not given)	-15.1
COC(=O)C(O)(c1c(C)[nH]n(-c2ccccc2)c1=O)C(F)(F)F (stereo not given)	-6.5
CCN(CC)C(=O)c1ccc(NC(=O)c2cc(-n3cnnc3)ccc2Cl)cc1	-5.1
C[C@]12CCC(=O)C=C1CCC1C2CC[C@@]2(C)C1CC[C@@]2(O)CC#N (stereo not given in full)	36.1
COc1cc2nc(CN3CC=C(c4ccccc4)CC3)[nH]c(=O)c2cc1OC	-84.9
CCOc1cc(C(=O)N2CCC3(CC2)OCCO3)cc(OCC)c1OCC	-28.2
Cc1ccc(C2(O)CCN3CCCCC32)cc1 (stereo not given)	7.7
CCC(=NCCCO)c1c(O)n(-c2ccc(OC)cc2)c(=O)[nH]c1=O	-11.3
CCCCn1c(O)c(C(CC)=NCc2ccc3c(c2)OCO3)c(=O)[nH]c1=O	-20.5
Cc1nc2ccccc2c(=O)n1-n1cnnc1	3.1
CCn1c(=O)cc(OCC(=O)N2CCC3(CC2)OCCO3)c2ccccc21	-19.5
N[C@@H](Cc1c[nH]c2ccccc12)c1nnc(SCc2ccccc2)o1	-14.6

# By substructure: the entries above with sulfur
Molecule	GBA enhancer
N[C@@H](Cc1c[nH]c2ccccc12)c1nnc(SCc2ccc(Cl)cc2)o1	-17.1
N[C@@H](Cc1c[nH]c2ccccc12)c1nnc(SCc2ccccc2)o1	-14.6

# Four compounds out of the list, sorted by number of heavy atoms, highest first.
Molecule	GBA enhancer
CCN(CC)C(=O)c1ccc(NC(=O)c2cc(-n3cnnc3)ccc2Cl)cc1	-5.1
CCn1c(=O)cc(OCC(=O)N2CCC3(CC2)OCCO3)c2ccccc21	-19.5
COC(=O)C(O)(c1c(C)[nH]n(-c2ccccc2)c1=O)C(F)(F)F (stereo not given)	-6.5
Cc1ccc(C2(O)CCN3CCCCC32)cc1 (stereo not given)	7.7

# Some values from the list:
# Entry of `CCn1c(=O)cc(OCC(=O)N2CCC3(CC2)OCCO3)c2ccccc21` in GBA enhancer: -19.5
# Entry of `COc1ccc2c(c1)CC1(CN2C)C(=O)NC(=O)N(c2ccc(C)cc2)C1=O` (stereo not given) in GBA enhancer: -26.0

# The list continues:
Molecule	GBA enhancer
CCCCn1c(=O)c(C(=O)Nc2cnccn2)c(O)c2ccccc21	-28.6
COCCCn1c(N)c(C(=O)OC(C)COC)c2nc3ccccc3nc21 (stereo not given)	7.6
Cc1nn(-c2ccccc2)c2c1CC1(C(=O)N(C)C(=O)N(C)C1=O)C1CCCCN21 (stereo not given)	-15.2
CC1=CC(C)C(COC(N)=O)(COC(N)=O)C(C)C1 (stereo not given)	-10.3
CCOC(=O)c1c(C)n(Cc2ccco2)c2ccc(OC)cc12	-16.0
CN(C)CCc1nc2ccccc2c(=O)n1-c1ccccc1	-0.3
O=C1CCCC2=C1C(c1cccnc1)Nc1ccccc1N2 (stereo not given)	-7.8
OC1(c2ccc(F)cc2)CC2CCC(C1)N2Cc1nnnn1C1CCCC1 (stereo not given)	-8.2
COc1cc(OC)c(OC)cc1CNCCc1ccc(OC)c(OC)c1	-12.3
COc1ccc(CC2C(=O)NC(=O)NC2=O)c(OC)c1	-60.9
CC1(C)C2CC=C(CN3CCC(O)CC3)C1C2 (stereo not given)	2.2
Cc1cccc(-n2c(C)nc3cc(C(=O)N4CCC5(CC4)OCCO5)ccc32)c1	-18.9
CCn1c(O)c(C=NCc2cccs2)c(=O)[nH]c1=O	-12.7
Cc1ccc(O)c(CN2CCN(c3ccccc3)CC2)c1	0.1
CC(=O)OC1(c2ccccc2)CCN(C)C2CCCCC21 (stereo not given)	9.1

# (further entries)
Molecule	GBA enhancer
CCC(=NCC1CCCO1)c1c(O)n(-c2ccccc2)c(=O)[nH]c1=O (stereo not given)	-7.7
CCCC[n+]1cc(/N=C(\[O-])OC)on1	-18.4
Cc1ccc2c(c1)C1CN(C)CCC1N2C(=O)c1ccco1 (stereo not given)	-8.8
CCCCn1c(O)c(C=NC2CCCCC2N)c(=O)[nH]c1=O (stereo not given)	-41.2
C#CCN(C)C(C)Cc1ccccc1 (stereo not given)	-26.6
COc1ccc(CCn2c(O)c(C=NCCCN(C)C)c(=O)[nH]c2=O)cc1OC	9.7
O=C1C2CCN(CC2)C1Cc1ccc(OCCOc2ccccc2)cc1 (stereo not given)	-18.1
CCCCN1CCC(C#N)(Nc2ccccc2)CC1	3.4
Cc1ccc(Cn2nnnc2CN2CCC(n3nnc4ccccc43)CC2)cc1	6.9
COc1ccc2c(c1)CC1(CN2C)C(=O)NC(=O)N(c2ccc(F)cc2)C1=O (stereo not given)	-10.8
CN(C)c1ccc2c(c1)N=C(c1ccco1)OP2(=S)N1CCOCC1 (stereo not given)	10.1
Cc1cc(C)c(C2=NOC(O)(C(F)(F)F)C2)c(=O)[nH]1 (stereo not given)	28.4
CC(=O)C1C(=O)NC23CCCCC2C1c1ccccc1O3 (stereo not given)	-6.3
O=C(NCc1ccccn1)c1ccccc1Cl	-4.7
O=C(CNS(=O)(=O)c1cccs1)N1CCC2(CC1)OCCO2	0.7

# (list continues)
Molecule	GBA enhancer
COc1ccc(CC[n+]2cc(/N=C(\C)[O-])on2)cc1OC	-14.9
O=C(c1cc2c(s1)-c1ccccc1OC2)N1CCC2(CC1)OCCO2	-15.4
CCS(=O)(=O)N1CCC(C(=O)N2CCC3(CC2)OCCO3)CC1	-2.0
CC(C)OC(=O)C1C(=O)NC2(C)CC1c1ccccc1O2 (stereo not given)	-62.9
COc1ccc2[nH]cc(CCN(C)C)c2c1	-22.5
O=C(CN1C(=O)CN=C(c2ccccc2Cl)c2cc(Cl)ccc21)NCc1ccco1	8.9
C[N+]12CN3CN(CN(C3)C1)C2	-7.8
CCN1CCN(Cc2nnnn2C(C)(C)C)CC1	25.0
CCOC(=O)C1SC2(C(F)(F)C(F)F)CC1(O)c1c(c(OC)c3occc3c1OC)O2 (stereo not given)	-3.0
COC(=O)c1cc(COc2cc(C)cc3oc(=O)c4c(c23)CCC4)c(C)o1	-24.8
CC(C)Cn1cc(C(=O)N2CCC3(CC2)OCCO3)c2c3ccccc3n(C)c2c1=O	-9.2
Cn1c(=O)cc(OCC(=O)N2CCC3(CC2)OCCO3)c2ccccc21	-62.5
CC(=NC1CCN(Cc2ccccc2)CC1)c1c(O)n(C)c(=O)n(C)c1=O	-18.9
COc1ccc(Cn2c(N)c(C(=O)NCc3ccco3)c3nc4ccccc4nc32)cc1OC	-21.3
N#Cc1ccccc1Cn1cc(C(=O)c2cccs2)c2ccccc21	-30.9

# More records:
Molecule	GBA enhancer
O=c1c2ccccc2nc(-c2ccco2)n1-c1nccs1	-9.3
N=c1n(CCO)c2ccccc2n1Cc1ccccc1	-13.3
COc1ccc(-n2c(O)c(C(C)=NCCN3CCNCC3)c(=O)[nH]c2=O)cc1	6.5
CCN1C(=O)c2ccccc2Sc2ccc(C(=O)N3CCC4(CC3)OCCO4)cc21	-9.0
COc1ncccc1C(=O)NCC(CC(=O)O)c1ccccc1 (stereo not given)	-3.1
Nc1ccc(N2CCN(Cc3ccccc3Cl)CC2)c(Cl)c1	-3.9
CCC1(CC)C(=O)NC(=Nc2cccc(C(F)(F)F)c2)NC1=O	-0.1
Cc1ccc2cccc(OC(=O)N(C)c3ccccc3)c2n1	-8.2
CC(=NCc1cccnc1)c1c(O)n(C2CCCCC2)c(=O)[nH]c1=O	-12.6
COc1ccc(CN2CCN(Cc3ccccc3)CC2)c(OC)c1	-17.8
CCOc1cccc(N2C(=O)CC(=O)NC2=O)c1	-1.8
CCCCOC(=O)C1=C(N)OC2=C(C(=O)CCC2)[C@]12C(=O)Nc1ccccc12	-25.7
O=P(O)(O)Cc1ccccc1OP(=O)(c1ccccc1)c1ccccc1	-9.3
CCSc1cc(C2C(C#N)=C(N)Oc3n[nH]c(C)c32)c(C)o1 (stereo not given)	-26.3
CN1[C@@H]2CC[C@H]1CC(OC(=O)C1C=Nc3ccccc31)C2 (stereo not given in full)	-33.6

# 4 of these compounds, reformatted:
O=C(c1cc2c(s1)-c1ccccc1OC2)N1CCC2(CC1)OCCO2
  GBA enhancer = -15.4

CCS(=O)(=O)N1CCC(C(=O)N2CCC3(CC2)OCCO3)CC1
  GBA enhancer = -2.0

CC(C)OC(=O)C1C(=O)NC2(C)CC1c1ccccc1O2 (stereo not given)
  GBA enhancer = -62.9

COc1ccc2[nH]cc(CCN(C)C)c2c1
  GBA enhancer = -22.5

# Next section:
Molecule	GBA enhancer
CCC(=NCCO)c1c(O)n(-c2ccccc2)c(=O)[nH]c1=O	-9.8
COc1ccc(CCC(=O)N2CCC3(CC2)OCCO3)cc1	-4.7
CCC(=NCc1ccc(F)cc1)c1c(O)n(C)c(=O)n(C)c1=O	-37.3
Cc1ccc2c(c1)N(CCC(=O)N1CCC3(CC1)OCCO3)C(=O)C(C)O2 (stereo not given)	-10.8
O=C(COc1ccccc1)N1CCN(CC(O)COc2ccccc2)CC1 (stereo not given)	-11.2
O=C1C2CCCN2C(c2ccc(Cl)cc2)N1c1ccccn1 (stereo not given)	-15.7
C1CNC2NCCNC2N1 (stereo not given)	0.0
CCOC(=O)N1CCC(NC(=O)CCc2nc(C3=CCN(C)CC3)no2)CC1	-13.7
CC12CN3CC(C)(CN(C1)C3c1cccs1)C2O (stereo not given)	1.9
COc1ccc(OC)c(C2=NOC(C(=O)N3CCC4(CC3)OCCO4)C2)c1 (stereo not given)	-13.0
NCC(CC(=O)O)c1ccc(Cl)cc1 (stereo not given)	-26.4
O=C(NCC(c1cccnc1)N1CCN(c2ccccc2)CC1)Oc1ccccc1 (stereo not given)	-14.9
CCOC(=O)C1=C(N)Oc2cc(C)oc(=O)c2C12C(=O)N1c3c(cccc32)C(C)=CC1(C)C (stereo not given)	-6.8
O=C1C2CCCN2C(c2ccncc2)N1c1ccc(Cl)c(Cl)c1 (stereo not given)	-8.3
Cc1ccccc1C1=NCC(=O)N(CC(=O)NCc2ccco2)c2sc3c(c21)CCCC3	-3.6

# (continued)
Molecule	GBA enhancer
O=c1[nH]c2c(c(=O)n1C1CCCCC1)CCC2	-2.3
O=C(Cn1nc(Cc2cccnc2)c2ccccc2c1=O)N1CCC2(CC1)OCCO2	-25.0
c1ccc(CCn2nnnc2CN2CCC(n3nnc4ccccc43)CC2)cc1	-10.6
O=C1c2ccccc2C(=O)N1Cc1nc2ccccc2c(=O)n1-c1ccc(Br)cn1	-5.0
C=CCN1C(=O)CSc2ccc(C(=O)N3CCC4(CC3)OCCO4)cc21	-2.4
Cc1ccnc(-n2c(-c3ccco3)nc3ccccc3c2=O)c1	7.0
Cc1cc(OCC(=O)O)c2c3c(c(=O)oc2c1)CCCC3	18.2
CCS(=O)(=O)N1CCCC(C(=O)N2CCC3(CC2)OCCO3)C1 (stereo not given)	-3.7
CCCCn1c(O)c(C(C)=Nc2ccc(C(=O)O)cc2)c(=O)[nH]c1=O	-39.8
CCC(C)NC(=O)c1c(N)n(CCCOC)c2nc3ccccc3nc12 (stereo not given)	-0.6
Cc1cc(N2C(=O)C3CCCN3C2c2cccc(Cl)c2)no1 (stereo not given)	-14.2
O=c1cccc2n1CC1CC2CN(Cc2cccc(Cl)c2Cl)C1 (stereo not given)	404.3*
Cc1c2ccncc2c(C)c2c1[nH]c1ccccc12	4.6
CN1CCN(C(=O)COc2ccc(C(C)(C)C)cc2Br)CC1	-25.0
CN1C[C@H](CNC(=O)OCc2ccccc2)C[C@@H]2c3cccc4c3c(cn4C)C[C@H]21	-71.6

# (more compounds)
Molecule	GBA enhancer
COc1ccc(Cc2nccc3cc(OC)c(OC)cc23)cc1OC	-47.3
COc1cccc(N2C(=O)NC(=O)C3(Cc4cc(C)ccc4N(C)C3)C2=O)c1 (stereo not given)	-56.3
COc1ccccc1CN1CCN(C(=O)COc2ccccc2)CC1	-7.4
CCCCn1c(O)c(C(CC)=NCCN2CCCCC2)c(=O)[nH]c1=O	-34.5
O=C(C1CCCO1)N1CCC2(CC1)OCCO2 (stereo not given)	-46.4
Cc1nn(Cc2ccccc2Cl)c(Cl)c1C(=O)OCC(=O)NCc1ccco1	-10.8
N#CC1=C(N)Oc2c(c(=O)oc3ccccc23)C1c1ccc(OC(=O)N2CCOCC2)cc1 (stereo not given)	-17.2
CCOC(=O)C1C(=O)N(C)C2(C)CC1c1cc(OC)ccc1O2 (stereo not given)	8.4

# Screening data (PubChem BioAssay)
